# Compound activity from PubChem BioAssay.
# PAFAH1B3 inh = inhibitors of human PAFAH1B3; Q15102; recombinant PAFAH1B3, FP-rhodamine probe, fluorescence polarization; inhibition, % at 3.39 µM; 340,000 compounds, 0.28% hits; AID 492972;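 active = inhibition above the screen-wide average of all tested compounds plus 3 SD, cut at about 25% in these data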;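 note: 0% = enzyme with DMSO only and 100% = wells lacking PAFAH1B3 protein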
# Target sequence (Q15102 whole entry, looked up): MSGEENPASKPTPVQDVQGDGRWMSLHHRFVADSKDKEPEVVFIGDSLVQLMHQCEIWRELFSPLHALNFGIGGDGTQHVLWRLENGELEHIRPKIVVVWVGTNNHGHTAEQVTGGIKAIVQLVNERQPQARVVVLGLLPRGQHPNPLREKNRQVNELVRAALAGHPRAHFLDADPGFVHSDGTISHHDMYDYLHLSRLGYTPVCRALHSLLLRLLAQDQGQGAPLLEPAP
# PAFAH2 FP inh = PAFAH2 (human) inhibition; Q99487; recombinant PAFAH2, FP-rhodamine activity probe, fluorescence polarization; inhibition, % at 3.39 µM; 340,000 compounds, 0.99% hits;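 active = inhibition above the mean over all tested compounds plus 3 SD, cut at about 30% in these data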;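 note: inhibitors block probe labeling of enzyme so polarization drops; 0% = enzyme with DMSO and 100% = wells lacking PAFAH2 protein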
# GSTO1 inh = GSTO1 inhibition, counter-screen for RBBP9 inhibitors. inhibition, % at 5.96 µM. 300,000 compounds, 1.1% hits. recombinant GSTO1, activity-based probe fluorescence polarization;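 active = inhibition above the campaign mean inhibition plus 3 SD, cut at about 35% in these data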;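 note: 0% = GSTO1-1 with DMSO and 100% = wells lacking GSTO1-1 enzyme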
# Target sequence (P78417 whole entry, looked up): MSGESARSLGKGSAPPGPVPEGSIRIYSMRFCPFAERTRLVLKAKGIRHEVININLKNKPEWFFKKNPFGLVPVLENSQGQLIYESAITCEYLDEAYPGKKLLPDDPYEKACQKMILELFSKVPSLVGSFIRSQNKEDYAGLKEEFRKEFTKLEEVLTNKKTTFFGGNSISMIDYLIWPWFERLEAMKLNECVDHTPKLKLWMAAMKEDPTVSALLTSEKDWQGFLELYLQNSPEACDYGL
# EBNA-1 inhibitor = blocks EBNA-1 binding to DNA; 300,000 compounds, 0.34% hits; inhibition, % at 14.8 µM; EBNA-1 DNA binding, fluorescence polarization; in the data active = inhibition above about 28%
# PREPL inh = inhibitors of human prolyl oligopeptidase-like enzyme PREPL. Q4J6C6. recombinant PREPL, fluorescence polarization activity-based probe. inhibition, % at 5.96 µM. 320,000 compounds, 0.68% hits. AID 2751; in the data active = inhibition above about 43%;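 note: 0% = enzyme with DMSO and 100% = wells lacking enzyme; many of its hits are not listed in these tables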
# LYPLA2 inh = counter-screen for PME1 inhibitors: inhibitors of human LYPLA2; O95372; AID 2177; 320,000 compounds, 0.38% hits; inhibition, % at 5.9 µM; recombinant LYPLA2, FP-Rh probe fluorescence polarization;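 active = inhibition above the screen-wide mean plus 3 SD, limit set per campaign, cut at about 26% in these data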;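 note: 0% = LYPLA2 with DMSO and 100% = wells lacking LYPLA2 enzyme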
# Target sequence (O95372 whole entry, looked up): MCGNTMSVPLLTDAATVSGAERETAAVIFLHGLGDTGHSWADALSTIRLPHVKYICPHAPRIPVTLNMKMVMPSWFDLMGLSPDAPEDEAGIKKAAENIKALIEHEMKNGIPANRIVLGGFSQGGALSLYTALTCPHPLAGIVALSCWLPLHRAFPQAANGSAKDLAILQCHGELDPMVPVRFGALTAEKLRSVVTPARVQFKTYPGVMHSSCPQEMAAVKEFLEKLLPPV
# LYPLA1 inh = counter-screen for PME1 inhibitors: inhibitors of human LYPLA1. inhibition, % at 5.9 µM. AID 2174. recombinant LYPLA1, FP-Rh probe fluorescence polarization. 320,000 compounds, 0.16% hits. O75608;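 active = inhibition above the mean of all tested compounds plus 3 SD, set per campaign, cut at about 14% in these data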;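 note: inhibitors block serine hydrolase probe labeling of LYPLA1 so polarization falls; 0% = enzyme with DMSO and 100% = wells lacking LYPLA1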
# ZTA counter = ZTA (EBV) inhibition in EBNA-1 counter-screen. ZTA-DNA binding, fluorescence polarization. P03206. 320,000 compounds, 0.15% hits. inhibition, % at 11 µM. AID 2234; in the data active = inhibition above about 33%
# Target sequence (P03206 whole entry, looked up): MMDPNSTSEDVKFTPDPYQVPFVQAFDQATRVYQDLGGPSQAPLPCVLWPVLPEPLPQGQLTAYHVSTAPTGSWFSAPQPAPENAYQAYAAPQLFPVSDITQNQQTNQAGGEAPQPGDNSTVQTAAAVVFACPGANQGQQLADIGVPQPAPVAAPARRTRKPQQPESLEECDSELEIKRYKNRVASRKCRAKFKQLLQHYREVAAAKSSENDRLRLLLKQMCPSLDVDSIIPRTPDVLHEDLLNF
# PAD4 inh = PAD4 (human) enzyme inhibition | Q9UM07 | recombinant PAD4, RCA probe fluorescence polarization | inhibition, % at 6.36 µM | 330,000 compounds, 0.41% hits;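 active = percent inhibition above a cutoff equal to the mean of all tested compounds plus 3 SD, cut at about 15% in these data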;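 note: 0% = PAD4 with RCA probe and DMSO and 100% = probe without PAD4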
# * hit, by the source's call; nt = not tested or not shown. Not all compounds are listed; rates above refer to the full screens.
smiles,PAFAH1B3 inh,PAFAH2 FP inh,GSTO1 inh,EBNA-1 inhibitor,PREPL inh,LYPLA2 inh,LYPLA1 inh,ZTA counter,PAD4 inh
COc1cccc(CNC(=O)CCC2CCCN(C(=O)c3cc4ccccc4o3)C2)c1 (stereo unspecified),0.4,9.1,8.5,7.0,-29.8,6.7,-0.9,6.6,-2.4
COc1ccc2c(c1OC)C(=O)N1c3ccccc3C(=O)N(c3ccccc3)C21 (stereo unspecified),6.2,0.5,5.6,-7.4,-0.9,0.0,2.8,-6.1,-1.0
COc1cccc(CNC(=O)c2ccc(Cl)c(NC3=NC4CS(=O)(=O)CC4S3)c2)c1 (stereo unspecified),11.9,-6.8,-1.2,6.7,-2.8,-8.0,1.6,11.1,-0.3
COc1cccc(-c2nc(CS(=O)(=O)c3ccccc3)no2)c1,10.1,1.9,8.9,9.2,-12.1,1.3,1.8,-15.9,0.9
COc1ccccc1NC(=O)c1cc2ccccc2o/c1=N\O,6.5,-2.9,-3.9,42.1*,-1.8,11.3,2.1,13.7,-1.9
O=C(c1cc2ccccc2c(=O)o1)N1CCCc2ccccc21,0.8,-4.4,1.9,1.1,-9.9,0.8,-2.8,2.3,4.2
COc1cc(/C=N/NC(=O)c2nc(-c3ccccc3)n(-c3ccccc3)n2)ccc1O,10.1,4.1,-5.2,6.8,11.7,-1.9,0.3,-3.0,-2.5
CCCOc1ccc(C(=O)CCNc2ccc(C)c(Cl)c2)cc1,-4.4,5.5,10.4,-10.7,5.9,2.4,-0.6,4.2,-2.9
CCC(C)c1ccc(NC(=O)CC(C)=O)cc1 (stereo unspecified),-0.1,-4.4,-8.2,-8.0,-5.6,-1.9,2.8,1.8,-3.0
COc1ccc2nc(-n3c(O)c(C4=c5ccccc5=NC4=O)[nH]c3=S)sc2c1,18.0,59.9*,30.5,22.4,12.5,1.7,-5.8,0.5,-4.2
O=C(Cc1ccc([N+](=O)[O-])cc1)N1CCN=C1SCc1ccccc1,-0.5,-7.5,-7.5,-4.8,4.8,-1.1,2.2,6.8,-3.5
COc1cc(/C=N/N2CCN(c3ccccc3)CC2)cc(OC)c1OC(C)=O,13.0,10.3,1.4,-11.0,4.8,4.7,1.2,-4.7,-2.1
CSc1ccccc1C(=O)NC1CC2CCC1C2 (stereo unspecified),6.2,-8.2,6.7,0.3,-6.2,7.0,-2.0,-3.0,0.3
O=C(Nc1nccs1)c1ccc(Cl)nc1,4.9,-2.1,5.7,6.2,-5.2,0.5,-3.0,11.9,-2.0
Cc1ccc(C(=O)N(CN2CCCC2=O)c2ccccc2)cc1,-0.1,6.7,2.9,12.5,1.3,-1.6,-1.1,20.6,-0.6
COc1nccc(C(F)(F)F)c1C(=O)NC(=O)Nc1c(C)cccc1C,8.1,1.6,11.0,-5.6,-2.1,3.4,-0.1,1.8,1.4
CCCn1c(N)c(C(=O)CSc2nnc(C3CC3)n2Cc2ccccc2)c(=O)[nH]c1=O,2.4,-1.5,7.3,6.3,19.5,5.6,1.6,5.9,-0.7
CCOP(=O)(OCC)/C(C#N)=C/c1ccc(-c2ccc(F)cc2F)o1,0.9,5.4,-0.7,-0.4,22.9,-2.0,-4.2,-1.1,5.4
COc1ccc(/C=C(/NC(=O)c2ccccc2)C(=O)N2CCCCC2)cc1,-1.7,2.0,-3.2,-1.1,9.2,3.4,2.0,11.6,3.1
Cc1ccc(NC(=O)C[n+]2ccn(C3=C([O-])c4ccccc4C3=O)c2)cc1,8.1,5.4,-1.4,5.7,34.6,6.1,0.4,-6.0,1.2
CC1CCCCN1CC(=O)Nc1ccccc1Sc1ccccc1 (stereo unspecified),8.1,-2.6,-3.3,2.4,1.4,2.0,1.0,22.7,-2.4
COc1ccc(NC(=O)CC2C(=O)NCCN2C(=O)c2ccccc2)cc1 (stereo unspecified),5.0,2.2,-2.2,-1.9,-5.3,-0.5,0.6,0.7,-3.9
COc1ccc2c(c1)C(C)CC(C)(C)N2C(=O)NC1CCCCC1 (stereo unspecified),-1.5,-8.3,5.8,-3.8,-6.1,-2.7,0.9,-2.2,-1.5
NC(=O)c1nsc(C(=O)N(c2cccc(F)c2)C(C(=O)NCC2CCCO2)c2c[nH]c3ccccc23)c1N (stereo unspecified),-5.4,-3.0,-4.6,-0.1,-7.9,-6.9,-9.3,15.3,-0.2
CCCSc1nc2c(cnn2-c2ccc(F)cc2)c(=O)[nH]1,3.6,11.2,-0.3,1.3,0.9,4.4,-2.6,3.7,-4.6
Cc1ccc(S(=O)(=O)N[C@@H](CC(C)C)C(=O)N2CCC(C(=O)N[C@@H](Cc3ccccc3)C(=O)O)CC2)cc1,7.3,-2.5,5.4,-9.6,1.9,3.9,2.5,-28.7,0.3
COc1cc(C2SCC(=O)N2c2nnc(C34CC5CC(CC(C5)C3)C4)s2)cc(OC)c1OC (stereo unspecified),5.2,-0.2,16.2,-3.5,11.8,0.4,-7.3,-2.6,-3.2
Cc1ccc(C(=O)Nc2nc3nc(-c4ccccc4)cc(=O)n3[nH]2)cc1,-4.0,5.7,-13.4,5.4,2.3,2.1,-0.5,10.6,-5.2
Cc1nc2sccn2c(=O)c1S(=O)(=O)NCc1ccccc1Cl,-5.1,-2.1,11.2,4.3,-1.2,-3.5,1.8,-20.1,4.5
O=C(COC(=O)/C=C/c1ccc(Cl)cc1)Nc1ccccc1-c1ccccc1,-2.3,9.9,-3.5,-0.9,0.5,5.2,-6.1,-6.1,0.3
COc1ccc(-n2c(SC)nnc2-c2c[nH]c3ccccc23)cc1,-9.3,-9.2,0.9,15.6,11.7,5.7,2.7,-1.8,-1.0
COc1cc(NC(=S)NNC(=O)C(C)(C)O)cc(OC)c1,2.0,5.5,1.5,1.8,14.5,2.7,1.7,-1.4,-2.9
CC(c1n[nH]c(=S)n1Cc1ccccc1)N(C)C (stereo unspecified),7.2,-0.4,1.5,-3.9,3.3,-0.7,-0.4,-5.0,-0.6
COc1cccc(-c2cc(C(=O)O)no2)c1,6.3,-0.9,0.8,6.6,-9.6,0.2,-3.0,-5.5,-12.0
CCOC(=O)C1CCCN(C(=O)c2ccc(CNS(=O)(=O)c3ccc(C)cc3)cc2)C1 (stereo unspecified),8.8,5.8,16.8,3.5,24.1,12.2,-0.2,-5.8,-0.2
COc1ccc(C(=O)Nn2c(SCC(=O)c3ccc(Cl)cc3)nc3ccccc3c2=O)cc1,-12.5,-18.3,-0.1,12.6,1.8,-29.5,-26.8,4.2,-4.6
Cc1cc(OCCN2CCN(S(=O)(=O)c3ccccc3F)CC2)ccc1C(C)C,7.0,-8.4,nt,nt,38.9,1.9,1.7,-13.2,4.3
CC1(C)SC(=S)N(c2ccccc2)C1/[N+]([O-])=C/c1cccc([N+](=O)[O-])c1 (stereo unspecified),nt,nt,3.8,-3.9,12.3,7.6,0.6,-8.4,2.8
CCOc1cc(N2CCOCC2)c(OCC)cc1NC(=O)CN1CCN(Cc2ccc3c(c2)OCO3)CC1,5.9,1.5,2.3,-3.9,10.6,9.9,6.9,-18.1,-1.3
N#Cc1c(NC(=O)Cn2cnc3ccccc3c2=O)oc(-c2ccccc2)c1-c1ccccc1,5.6,2.4,-6.2,5.7,7.4,-20.6,-12.5,4.8,-3.6
CC(c1ccccc1)N(C)CC(=O)NC(=O)NCCC1=CCCCC1 (stereo unspecified),6.0,-0.9,nt,nt,8.0,-2.4,-0.6,-4.5,3.2
CC(C(=O)NC1CCCC1)N(C(=O)CS(=O)CC(=O)Nc1ccc(F)cc1)c1ccc2c(c1)OCCO2 (stereo unspecified),2.0,6.7,-0.4,0.6,5.1,0.3,-1.7,17.7,-3.5
CCOC(=O)c1ccc(-n2c(C)nc3ccc(Br)cc3c2=O)cc1,-0.3,-0.3,7.2,4.1,9.3,4.8,4.6,-1.6,3.8
COc1ccc(/C=C2\CCC(C3CCCC3)C2=O)cc1Cn1nc(C)cc1C (stereo unspecified),-2.1,10.8,0.8,-1.1,6.5,-4.1,-2.1,-7.4,1.3
COc1ccc(C(=O)N2CCN(C(=O)Cc3ccccc3)CC2)cc1,6.2,-2.1,4.7,6.3,2.1,6.5,3.8,1.3,-0.3
O=C(Nc1ccc2c(c1)OCCO2)c1ccc2nccnc2c1,7.6,-3.5,0.2,5.8,6.8,0.9,3.7,-4.0,0.6
Cc1cc(C)c(C(=O)NC2CCCc3c2cnn3-c2cccc(C)c2C)o1 (stereo unspecified),-4.5,3.6,3.5,0.3,-3.3,3.3,-2.3,19.3,2.0
Cc1ccc(NC(=O)CSCC(=O)NCc2ccco2)cc1,3.1,5.8,-7.7,5.4,6.5,-0.3,0.3,5.8,-2.7
CCOCCn1c(=NC(=O)c2cc(Cl)sc2Cl)sc2cc(S(N)(=O)=O)ccc21,nt,nt,-3.1,0.0,-2.1,10.4,-2.2,-22.8,-0.5
COCCSc1ccccc1C(=O)N1CCN(Cc2ccccc2)CC1,7.1,7.9,-2.5,-8.4,14.7,-1.6,3.3,5.0,2.2
CCOc1cc(NC(=O)c2ccccc2C)c(OCC)cc1NC(=O)C1=Cc2ccccc2OC1,2.1,-0.1,-1.0,7.9,3.7,5.8,3.3,1.7,4.9
COc1ccc(NC(=O)CC2SC(=NCC3CCCO3)NC2=O)c([N+](=O)[O-])c1 (stereo unspecified),6.5,2.4,2.8,-5.9,8.7,4.8,1.8,14.4,-3.0
CC1(C)CC(NC(=O)C23CCC(C)(C(=O)C2)C3(C)C)CC(C)(C)N1 (stereo unspecified),7.7,3.8,-3.8,7.7,5.5,2.2,-0.3,14.0,-1.3
COc1ccc(CCN(Cc2ccccn2)C(=S)Nc2ccc(C)cc2)cc1OC,13.0,6.1,-13.2,-14.5,-2.3,-1.2,-3.3,6.4,-0.4
CCOc1cccc(C(=O)NC(=S)Nc2ccc(N3CCN(CC)CC3)cc2)c1,7.5,2.5,5.9,-4.2,19.6,11.4,2.0,-6.5,-6.6
O=C(Nc1cccc(C(=O)O)c1)/C(=C\c1ccccc1)NC(=O)c1cccc2ccccc12,7.1,-20.8,9.9,0.7,-0.8,3.2,-5.3,19.0,-3.0
C/C(=N/NC(=O)c1cnccn1)c1cccs1,9.4,-2.9,-5.7,3.9,2.5,-0.3,5.7,9.7,-2.4
O=C(Cc1ccccc1[N+](=O)[O-])Nc1ccccc1C(=O)N1CCCC1,2.4,1.6,-1.8,-7.6,14.5,-2.2,1.2,-13.0,-1.6
CCC(NC(=O)Nn1cnnc1)(C(F)(F)F)C(F)(F)F,2.1,1.6,2.5,-8.0,18.1,-3.3,-1.9,1.8,0.5
COCCNC(=O)NC(=O)COC(=O)C1(c2ccc(Cl)cc2)CC1,13.8,13.0,-1.3,4.4,3.5,0.4,1.7,0.6,-1.6
COC(=O)c1cc(OC)c(OC)cc1NC(=S)N1CCN(C)CC1,3.4,-10.7,4.8,-13.8,6.0,9.7,0.4,5.2,-1.7
CCN(CC)CCNC(=O)C1c2cc(OC)c(OC)cc2C(=O)N2CCc3ccccc3C12 (stereo unspecified),-0.8,1.4,3.0,-12.9,4.5,1.7,-1.4,-2.9,1.8
COc1ccc(/C=N/Nc2nc(=O)[nH]nc2C)cc1[N+](=O)[O-],5.0,-3.9,0.4,6.0,-18.8,4.3,-0.7,-12.1,1.2
